Assay outcomes from PubChem.
Epigenetic derep: Quantitative High-Throughput Screen for Regulators of Epigenetic Control; 280,000 compounds, 0.2% hits; Potency, µM (highest dose often 53.9 µM), for the others: top-dose GFP activation, usual class: activators; murine LDR cells, GFP reporter derepression, 30 h; also: % of control where 0% means no effect; nearly all actives have a fitted effect of over 60% in size
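Reporter derepression read as number of fluorescent GFP-positive objects, 20-120 um in size, counted by laser-scanning cytometer. Mouse LDR line with an epigenetically silenced CMV-GFP locus; compound incubation 30 h, 37 C.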
IMPase Li cell: qHTS Assay for Identifying the Cell-Membrane Permeable IMPase Inhibitors: Potentiation with Lithium; CHO-M1 cells, IP1 TR-FRET (IP-One), carbachol + lithium; Potency, µM (series often up to 59.4 µM), for the others: at the highest dose activity, negative = IMPase inhibition, actives largely listed as inhibitors; 210,000 compounds, 0.35% hits;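 also: IP1 builds up when IMPase is blocked and the TR-FRET signal falls; plate controls were basal vehicle for no effect and high inhibitor control for full effect; nearly all actives have a fitted effect of over 50% in size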
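Test compounds were applied to CHO-M1 cells previously cultured for 16–30 h at 2000 per well. A small lithium amount accompanied them; after 30 min at 37C, IP1 was quantified by TR-FRET.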
Luc counter: Counterscreen for Luciferase (Kinase-Glo TM) Inhibition; Potency, µM (titrated, usually from 38.3 µM), inactives show at the highest dose activity change, negative = inhibition, usual class: inhibitors; 200,000 compounds, 0.28% hits; Kinase-Glo luciferase, ATP luminescence, 8 min; Luciferin 4-monooxygenase (Photuris pensylvanica), Q27757; also: % is scaled to controls: 0 for no effect and ±100 for the full control effect; nearly all actives have a fitted effect of over 60% in size
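Kinase-Glo luciferase light output from ATP and luciferin was measured with 10 uM ATP, within the enzyme's linear range. Buffer: 50 mM imidazole pH 7.2, 50 mM KCl, 7 mM MgCl2, 0.01% Tween 20, 0.05% BSA; luminescence read after 8 min at ambient temperature.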
GoLoco inh red: qHTS Assay for Inhibitors of RGS12 GoLoco Motif Activity (Red Fluorophore). Guanine nucleotide-binding protein G(i) subunit alpha-1 (Homo sapiens), P63096. Gai1:RGS12 GoLoco peptide FP, rhodamine, 10 min. Potency, µM (doses to about 61.6 µM), inactives show at the top dose activity, negative = inhibition, actives largely listed as inhibitors. 230,000 compounds, 0.44% hits. AID 880, 2007; active = well fitted inhibition curve with a large enough effect, not every such curve was filed as active; inactive = no such curve, though single readings can be large or run the other way; also: % is scaled to controls: 0 for no effect and ±100 for the full control effect; nearly all actives have a fitted effect of over 30% in size; many of its hits are not listed in these tables
Target sequence (P63096 whole entry, looked up): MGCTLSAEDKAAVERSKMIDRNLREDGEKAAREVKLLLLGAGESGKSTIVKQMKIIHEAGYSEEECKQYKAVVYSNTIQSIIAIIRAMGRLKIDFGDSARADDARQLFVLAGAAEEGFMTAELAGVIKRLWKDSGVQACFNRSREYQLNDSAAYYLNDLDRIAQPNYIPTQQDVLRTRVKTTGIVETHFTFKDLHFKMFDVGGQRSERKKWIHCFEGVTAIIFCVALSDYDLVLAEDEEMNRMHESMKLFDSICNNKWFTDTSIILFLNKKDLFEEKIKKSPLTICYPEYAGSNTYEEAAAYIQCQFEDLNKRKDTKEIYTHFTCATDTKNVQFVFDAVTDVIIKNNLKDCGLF
SMN2 splice up: qHTS Assay for Enhancers of SMN2 Splice Variant Expression; Potency, µM (top dose mostly 46.1 µM), inactives show at the top dose activity change, positive = activation, hits mostly activators; HEK293 SMN2-luciferase splicing reporter, luminescence, 30-36 h; AID 1458, 2008; 210,000 compounds, 2.8% hits; also: % of control where 0% means no effect; nearly all actives have a fitted effect of over 55% in size
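HEK293 cells carry an SMN2 […]–luciferase reporter in which exon 7 inclusion puts luciferase in frame. Cells were plated 10-12 h before compound addition, then incubated 30-36 h at 37C. ONE-Glo luminescence was read; sodium butyrate at 4.5 mM final served as control.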
RECQ1 inh: qHTS Assay for Inhibitors of RecQ-Like Dna Helicase 1 (RECQ1); ATP-dependent DNA helicase Q1 (Homo sapiens), P46063; RECQ1 DNA unwinding, red fluorescence kinetic read; Potency, µM (highest dose often 57.3 µM), inactives show at the highest dose activity, negative = inhibition, usual class: inhibitors; 240,000 compounds, 0.54% hits; AID 2549, 2010;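 also: plate controls were vehicle for no effect and no enzyme for full effect; nearly all actives have a fitted effect of over 30% in size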
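RECQ1T1 50 nM; forked duplex (20 bp + 30-nt ss tails) 200 nM, ATP 2 mM final; pH 8.0, 2 mM MgCl2, 2.5 ug/ml poly(dI-dC); 15 min compound preincubation; discontinuous kinetic read over 2 h at RT.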
JMJD2E inh: qHTS Assay for Inhibitors of Human Jumonji Domain Containing 2E (JMJD2E); Potency, µM (titrated, usually from 57.1 µM), for the others: top-dose activity change, negative = inhibition, most hits filed as inhibitors; JMJD2E catalytic domain, FDH-coupled NADH fluorescence (FDH is formaldehyde dehydrogenase); Lysine-specific demethylase 4E (Homo sapiens), B2RXH2; 230,000 compounds, 1.6% hits; AID 2147, 2009; active = well fitted inhibition curve with a large enough effect, not every such curve was filed as active; inconclusive = small, poorly fitted or top-dose-only effect, or another doubt; inactive = no such curve, though single readings can be large or run the other way;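 also: 0% = wells with enzyme and -100% = buffer wells without enzyme; nearly all actives have a fitted effect of over 50% in size; many of its hits are not listed in these tables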
Target sequence (B2RXH2 1-337 limits assumed): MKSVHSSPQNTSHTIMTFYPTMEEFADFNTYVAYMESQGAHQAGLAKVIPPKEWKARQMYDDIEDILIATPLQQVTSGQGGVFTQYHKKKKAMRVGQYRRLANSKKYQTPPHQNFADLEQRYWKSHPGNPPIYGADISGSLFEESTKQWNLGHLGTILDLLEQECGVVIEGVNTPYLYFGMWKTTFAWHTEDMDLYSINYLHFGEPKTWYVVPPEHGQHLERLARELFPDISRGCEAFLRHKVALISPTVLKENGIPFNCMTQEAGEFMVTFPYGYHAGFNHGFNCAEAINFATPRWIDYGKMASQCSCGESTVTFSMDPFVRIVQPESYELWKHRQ
NPSR antag: qHTS Assay for Antagonists of the Neuropeptide S Receptor: cAMP Signal Transduction. CHO-NPSR cells, cAMP TR-FRET, antagonist mode. Potency, µM (titrated, usually from 38.3 µM), for inactives: at the top dose activity change, negative = inhibition, most hits filed as inhibitors. 220,000 compounds, 1% hits. AID 1461, 2008; also: % is scaled to controls: 0 for no effect and ±100 for the full control effect; nearly all actives have a fitted effect of over 50% in size; many of its hits are not listed in these tables
Target sequence (Q6W5P4 whole entry, looked up): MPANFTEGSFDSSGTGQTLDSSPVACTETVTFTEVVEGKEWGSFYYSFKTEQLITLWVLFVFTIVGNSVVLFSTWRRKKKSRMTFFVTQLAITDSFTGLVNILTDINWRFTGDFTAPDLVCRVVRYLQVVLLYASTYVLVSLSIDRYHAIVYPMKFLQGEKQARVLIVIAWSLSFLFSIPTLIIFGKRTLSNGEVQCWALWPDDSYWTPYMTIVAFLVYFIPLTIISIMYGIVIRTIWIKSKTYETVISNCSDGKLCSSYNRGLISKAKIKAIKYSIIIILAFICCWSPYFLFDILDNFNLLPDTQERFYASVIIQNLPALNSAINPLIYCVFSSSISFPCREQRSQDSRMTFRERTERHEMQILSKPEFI
* hit, by the source's call; i = inactive; u = inconclusive; x = not tested or not shown; & = joins results of further samples; [ ] = dose if it differs, or a comment. Unless noted, calls follow the shape of the dose curve; as a rule, active = well fitted curve in the direction sought with a large enough effect; inconclusive = small, poorly fitted or top-dose-only effect, or another doubt; inactive = no such curve, though single readings can be large; an effect the other way counts as inactive or inconclusive. Potency is read from the fitted curve at half-maximal effect.

SMILES | Epigenetic derep | IMPase Li cell | Luc counter | GoLoco inh red | SMN2 splice up | RECQ1 inh | JMJD2E inh | NPSR antag
CC1=C(C(=O)N(C)Cc2ccccc2)C2(CCC(C)CC2)OC1=O (stereo not given) | 0.0% | 1% | 2% | 11% | -34% | 11% | -3% | -12%[46.1 µM]
Cc1ccc(N2Cc3ccccc3C2=S)cc1 | -1.2% | -4% | -13% | 9% | 11µM* | -1% | 1% | -19%
O=C(c1ccccc1)N1CCN(C(=S)NCc2ccc3c(c2)OCO3)CC1 | -2.0% | -5% | 1% | 5% | -17% | -12% | 2% | 8%
CC(=O)Nc1ccc(S(=O)(=O)N2CCN(C(=O)Cc3ccccc3)CC2)cc1 | -2.0% | 4% | 1% | -3% | -28% | -9% | 0% | -10%[46.1 µM]
CCCSc1oc(-c2ccco2)nc1S(=O)(=O)c1ccccc1 | -1.1% | 40%[38.3 µM] | -1% | 1% | -4% | -6% | -26% | -26%[46.1 µM]
COC(=O)c1nnn(CC(=O)NC(=O)Nc2c(C)cccc2C)c1C(=O)OC | 1.7%&-1.0% | -6% | 2% | -1% | -2%&-8% | -3% | -3% | 11%
CC(=O)c1cnc(Nc2nc(C)c3ccccc3n2)nc1C | 6.5% | 44%[activator][38.3 µM] | -3% | -3% | u | -4% | -5% | -16%[46.1 µM]
O=C1CC(c2ccccc2)CN1C(=O)c1cncc(Br)c1 (stereo not given) | 0.0% | 1% | 1% | 12% | x | i | -6% | 13%
O=C1CN(c2ccccc2Cl)C(=O)CN1c1ccccc1Cl | -2.6% | 7%[38.3 µM] | 15% | -3% | -20% | i | 1% | -7%[46.1 µM]
CC(C)NC(=S)N/N=C/c1ccc(N2CCOCC2)cc1 | 0.0% | 4% | -2% | 2% | 14% | -7% | u | 3%
O=C(Nc1ccccn1)N1CCOCC1 | -2.0% | -2% | 2% | 0% | 19% | 1% | -6% | 8%[46.1 µM]
CCCNC(=O)NCCC12CC3CC(CC(C3)C1)C2 | -0.1% | 9% | 1% | 2% | -13% | -1% | 2% | -18%
N#Cc1ccc(CSc2nnc(NC(=O)CN3C(=O)C4CC=CCC4C3=O)s2)cc1 (stereo not given) | 1.5% | 1%[38.3 µM] | -1% | 3% | 8% | -14% | 4% | -8%[46.1 µM]
Cc1ccc2nc(NC(=O)CS(=O)(=O)Cc3ccccc3)sc2c1 | -2.1% | x | x | -4% | x | -13% | -4% | 4%
CCOC(=O)c1cc([N+](=O)[O-])sc1N | 1.5% | -2% | 1% | -19% | 12% | -4% | -7% | -6%
O=C(Nc1ccc2c(c1)CCC2)c1cc(=O)[nH]c2ccccc12 | 2.5% | x | x | 39% | x | 0% | -20% | -17%
CCCOc1ccc(-c2c(C(=O)N/N=C/c3ccc(OCC)cc3)nnn2-c2nonc2N)cc1 | 2.6% | 11% | -3% | 0% | -10% | -6% | u | -20%[46.1 µM]
COc1ccc(C(=O)Nc2cc(C(=O)NCCc3ccccc3)ccc2Cl)cc1 | -1.5% | 43%[activator][38.3 µM] | -5% | 0% | 10µM* | -2% | 11% | -22%[46.1 µM]
COc1ccc(OC)c(C(=O)CSc2nnc(-c3cccs3)o2)c1 | -1.0% | -7%[38.3 µM] | 0% | 15% | -7% | -6% | u | -6%[46.1 µM]
Cc1ccc(S(=O)(=O)N2CCOCC2)cc1C(=O)NCc1ccco1 | -1.1% | 1%[38.3 µM] | -4% | 5% | 1% | 15% | 3% | 10%[46.1 µM]
O=C1c2c(O)cc(O)cc2O[C@@]12c1c(cc(O)c3c1O[C@H](c1ccc(O)cc1)[C@@H](O)C3)O[C@@H]2c1ccc(O)cc1 | 0.3% | -2% | 1% | 0% | 6% | i | -6% | 6%
CCOC(=O)CC1C(=O)NCCN1Cc1cccc(OC)c1 (stereo not given) | 2.7% | 3%[38.3 µM] | 0% | 6% | 7% | 0% | 3% | -4%[46.1 µM]
CC(=O)OC[C@H]1O[C@@H](O/N=C/C[C@@H]2C=C[C@H](OC(C)=O)[C@@H](COC(C)=O)O2)[C@H](OC(C)=O)[C@@H](OC(C)=O)[C@@H]1OC(C)=O | 5.3% | 0% | 1% | 4% | -3% | i | -7% | 5%
COc1cc(CCCN2C(=S)NC[C@@H]2CC2CCCCC2)cc(OC)c1OC | -1.2% | x | x | 5% | x | 18% | -3% | -29%
O=C(Nc1ccc(O)cc1)c1ccc2c(c1)C(=O)N(Cc1ccco1)C2=O | 0.6% | -6% | -1% | 6% | -2% | -8% | -7% | -5%
O=C(NNC(=S)Nc1cccc2ccccc12)c1cccc(Br)c1 | 9.7% | 23%[38.3 µM] | 1% | 4% | -30% | -12% | -27% | -6%[46.1 µM]
CC(=O)Nc1ccc(/C=N/NC(=O)c2cc3cc(C)ccc3nc2C)cc1 | -1.5% | 28%[38.3 µM] | 9% | -1% | -22% | -2% | -7% | -5%[46.1 µM]
O=C(c1cccs1)N1CCC(N2CCN(c3ccccc3)CC2)CC1 | -2.1% | 45%[activator][38.3 µM] | 3% | -21% | 4% | -18% | u | 4%[46.1 µM]
COc1ccccc1OCc1nc2ccccc2[nH]1 | -6.3% | 6%[38.3 µM] | -10% | 1% | 11µM* | -13% | 3% | 0%[46.1 µM]
Cc1ccc2nc(SCc3cn4cccnc4n3)[nH]c2c1 | -1.0% | -1% | 8% | 5% | 7% | -2% | -5% | 11%
Cn1c(=O)[nH]c(=O)c2c1nc(N1CCN(c3ccccc3)CC1)n2CCSc1ncccn1 | 0.7% | -9%[38.3 µM] | 1% | 2% | 8% | -4% | -6% | -16%[46.1 µM]
CCNC(=S)NNC(=O)c1nn(C)c(C)c1Cl | 3.2% | -2% | 1% | 6% | 7% | 19% | -26% | 14%
Cc1ccc(SCCC(=O)Nc2ccccc2Br)cc1 | -1.0% | 12% | -3% | 1% | x | -20% | 12% | 9%
O=C(O)COc1ccccc1/C=N/NC(=O)c1cc2ccccc2cc1O | 0.5% | x | x | 14% | x | u | 0% | 0%
CN(CC(=O)Nc1cccc(F)c1)CC(=O)Nc1cccc([N+](=O)[O-])c1 | 0.1% | 1% | -3% | 1% | -24% | i | -7% | -23%
CN1CCN(C(=O)c2ccc(COc3ccc(Cl)cc3Cl)cc2)CC1 | -0.8% | 11%[38.3 µM] | -2% | 0% | -4% | -13% | 3% | 4%[46.1 µM]
CCOC(=O)c1cc2sccc2n1CC(=O)OC | 0.9% | 8%[38.3 µM] | 3% | 7% | 7% | -17% | u | 3%[46.1 µM]
COc1ccc(C2C(C(C)=O)=C(C)Nc3ncnn32)cc1OC (stereo not given) | -1.1% | 3%[38.3 µM] | 2% | 1% | 1% | -13% | -1% | -3%[46.1 µM]
N#Cc1c(-c2c(Cl)cccc2Cl)noc1/C=C/Nc1ccc(C(=O)O)cc1 | -0.2% | 11% | -2% | 2% | 13% | -9% | u | -31%
Cn1c(=O)c2cc(S(=O)(=O)NC(C(=O)NCc3ccccn3)c3ccccc3)ccc2n(C)c1=O (stereo not given) | -0.2% | 4%[38.3 µM] | 17% | 5% | -14% | -2% | 7% | -4%[46.1 µM]
CC(C)(C)[C@@H]1C=C(C(=O)N2CCN(Cc3ccccc3)CC2)O[C@H](OCCCCO)C1 | 0.0% | 1% | x | 7% | x | i | -6% | -23%
O=C(COC(=O)C1=COCCO1)Nc1ccccc1OC(F)F | -3.2% | 1% | -2% | 3% | 14% | -2% | 1% | 10%
COCCNc1ccc(S(=O)(=O)N2CCCC2)cc1[N+](=O)[O-] | -1.6% | -1% | 1% | 10% | 2% | -3% | 2% | 8%
CC(C)c1ccc(Nc2ncccc2C#N)cc1 | -1.2% | -2%[38.3 µM] | u | -10% | u | i | -4% | 7%[46.1 µM]
Cn1c(=O)c2c(nc(CN3CCC(C(N)=O)CC3)n2CCc2ccccc2)n(C)c1=O | 0.0% | 6%[38.3 µM] | -3% | 5% | 7% | -5% | u | -4%[46.1 µM]
CCc1cccc(NC(=O)CCC(=O)O)c1 | -0.3% | -2% | 0% | 1% | 5% | 5% | -3% | 11%
CC(C)C[C@@H](CC(=O)N[C@H](CC(=O)N[C@@H]1CCCC[C@H]1C(=O)N[C@H](CC(=O)N[C@@H](CCC(=O)O)CC(=O)O)Cc1ccccc1)C(C)C)NC(=O)[C@@H]1CNCC[C@H]1N | -0.3% | 9% | -1% | -3% | 0% | -6% | -18% | x

In a second layout: 6 of the compounds above.
| molecule | Epigenetic derep | IMPase Li cell | Luc counter | GoLoco inh red | SMN2 splice up | RECQ1 inh | JMJD2E inh | NPSR antag |
| --- | --- | --- | --- | --- | --- | --- | --- | --- |
| Cn1c(=O)c2cc(S(=O)(=O)NC(C(=O)NCc3ccccn3)c3ccccc3)ccc2n(C)c1=O (stereo not given) | -0.2% | 4%[38.3 µM] | 17% | 5% | -14% | -2% | 7% | -4%[46.1 µM] |
| CC(C)(C)[C@@H]1C=C(C(=O)N2CCN(Cc3ccccc3)CC2)O[C@H](OCCCCO)C1 | 0.0% | 1% | x | 7% | x | i | -6% | -23% |
| O=C(COC(=O)C1=COCCO1)Nc1ccccc1OC(F)F | -3.2% | 1% | -2% | 3% | 14% | -2% | 1% | 10% |
| COCCNc1ccc(S(=O)(=O)N2CCCC2)cc1[N+](=O)[O-] | -1.6% | -1% | 1% | 10% | 2% | -3% | 2% | 8% |
| CC(C)c1ccc(Nc2ncccc2C#N)cc1 | -1.2% | -2%[38.3 µM] | u | -10% | u | i | -4% | 7%[46.1 µM] |
| Cn1c(=O)c2c(nc(CN3CCC(C(N)=O)CC3)n2CCc2ccccc2)n(C)c1=O | 0.0% | 6%[38.3 µM] | -3% | 5% | 7% | -5% | u | -4%[46.1 µM] |

A portion of the library; count on the stated rates, not on these rows.
